PAFAH1B2 FP inh = inhibitors of human PAFAH1B2; P68402; recombinant PAFAH1B2, FP-rhodamine activity probe, fluorescence polarization; inhibition, % at 3.39 µM; 1.2% of 340,000 active; AID 492953;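 active = inhibition above the mean of all tested compounds plus 3 SD, cut at about 24% in these data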;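 note: 0% = enzyme with DMSO and 100% = wells lacking PAFAH1B2; many of its hits are not listed in these tables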
Target sequence (P68402 whole entry, looked up): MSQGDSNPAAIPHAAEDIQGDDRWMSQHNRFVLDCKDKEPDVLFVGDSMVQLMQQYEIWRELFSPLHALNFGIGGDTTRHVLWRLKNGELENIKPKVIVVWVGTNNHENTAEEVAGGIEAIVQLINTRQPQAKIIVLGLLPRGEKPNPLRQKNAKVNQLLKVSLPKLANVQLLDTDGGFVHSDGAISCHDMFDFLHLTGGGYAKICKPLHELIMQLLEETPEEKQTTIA
AHR act = human AHR activation | P35869 | activation, % at 5 µM | AHR-responsive luciferase reporter cells, luminescence | 2.5% of 320,000 active | AID 2796; in the data active = activation above about 47%;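 note: 0% = vehicle wells and 100% = reference agonist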
MCL1 BIM primary = disrupts human MCL1 binding to BIM-BH3 peptide | AID 2057 | Q07820 | GST-MCL1 / FITC-Bim-BH3 fluorescence polarization | inhibition, % at 10.9 µM | 0.68% of 320,000 active;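 active = inhibition above the mean inhibition of all tested compounds plus 3 SD, set per campaign, cut at about 40% in these data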;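 note: 0% = DMSO wells and 100% = unlabeled Bim-BH3 peptide control; higher means more loss of mP so more displacement of Bim peptide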
PME-1 primary = blocks human protein phosphatase methylesterase 1 | recombinant PME-1, FP-Rh probe fluorescence polarization | inhibition, % at 5.9 µM | 0.53% of 320,000 active | AID 2130;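 active = inhibition above the campaign mean of all compounds plus 3 SD, cut at about 26% in these data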;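 note: competitive labeling of PME-1 active site by serine hydrolase directed probe; 0% = PME-1 with DMSO and 100% = wells lacking PME-1 enzyme; inhibitors block probe labeling so polarization falls and inhibition rises; many of its hits are not listed in these tables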
pPAFAH FP inh = pPAFAH (human) enzyme inhibition | Q13093 | recombinant pPAFAH, FP-rhodamine probe fluorescence polarization | inhibition, % at 3.39 µM | 1.5% of 330,000 active | AID 463082;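 active = inhibition above the mean inhibition across the screen plus 3 SD, cut at about 25% in these data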;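 note: inhibitors block binding of the rhodamine activity-based probe so polarization drops; 0% = enzyme with DMSO and 100% = wells lacking pPAFAH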
Target sequence (Q13093 whole entry, looked up): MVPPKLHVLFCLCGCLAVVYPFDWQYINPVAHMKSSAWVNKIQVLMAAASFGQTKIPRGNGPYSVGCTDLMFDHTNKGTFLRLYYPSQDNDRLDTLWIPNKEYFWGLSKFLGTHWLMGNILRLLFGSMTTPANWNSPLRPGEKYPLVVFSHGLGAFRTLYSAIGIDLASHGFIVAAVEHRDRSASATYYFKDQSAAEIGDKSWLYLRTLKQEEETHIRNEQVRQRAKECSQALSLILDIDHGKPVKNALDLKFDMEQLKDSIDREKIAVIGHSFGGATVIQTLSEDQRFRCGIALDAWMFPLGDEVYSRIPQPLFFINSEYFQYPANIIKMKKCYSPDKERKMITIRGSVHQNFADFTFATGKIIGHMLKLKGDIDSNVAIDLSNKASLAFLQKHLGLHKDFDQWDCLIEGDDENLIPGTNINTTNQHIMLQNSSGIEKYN
Fam108B inh = counter-screen for RBBP9 inhibitors: inhibitors of mouse Fam108B; recombinant Fam108B, FP-Rh probe fluorescence polarization; inhibition, % at 9.51 µM; 0.33% of 300,000 active; AID 1947;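 active = inhibition above the screen mean inhibition plus 3 SD, computed separately per campaign, cut at about 18% in these data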;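 note: inhibitors lower polarization as less probe binds the enzyme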
Bcl-xL primary = blocks human Bcl-xL binding to Bim BH3 peptide; Q07817; GST-Bcl-xL / FITC-Bim BH3 peptide fluorescence polarization; inhibition, % at 10.9 µM; 0.7% of 320,000 active; AID 2129;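 active = inhibition above the mean of all tested compounds plus 3 SD, cutoff set per campaign, cut at about 30% in these data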;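 note: 0% = DMSO wells and 100% = unlabeled Bim-BH3 peptide competitor; inhibitors lower millipolarization by displacing the labeled peptide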
Target sequence (Q07817 whole entry, looked up): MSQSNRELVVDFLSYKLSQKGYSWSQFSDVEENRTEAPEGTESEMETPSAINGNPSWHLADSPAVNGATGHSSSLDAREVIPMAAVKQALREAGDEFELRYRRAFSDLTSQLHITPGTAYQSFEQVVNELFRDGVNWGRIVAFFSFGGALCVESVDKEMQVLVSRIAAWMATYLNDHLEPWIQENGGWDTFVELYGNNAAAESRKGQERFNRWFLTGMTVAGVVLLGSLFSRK
MEX-5 binding = C. elegans MEX-5 TCR-2 RNA binding activity | Q9XUB2 | MEX-5/FITC-TCR2 RNA binding, fluorescence polarization; stronger effect = lower value | activity score (negative = inhibition of binding), % at 10 µM | 0.38% of 300,000 active | AID 1832;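 active = inhibition past about -25% in most replicates, and total fluorescence under double the plate's negative control median, limit read from the data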;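 note: 0% = DMSO and -100% = 5 µM competing unlabeled TCR2 RNA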
GLD-1 TGE inh = GLD-1-TGE RNA interaction inhibition (C. elegans); 0.44% of 320,000 active; purified GLD-1 + fluorescein TGE RNA, fluorescence polarization; inhibition, % at 5.96 µM; Q17339;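 active = percent inhibition above a per-plate cutoff, the plate mean of test compounds plus 3 SD, cut at about 30% in these data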;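 note: 0% = DMSO wells with GLD-1 and probe and 100% = wells lacking GLD-1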
The depositor's hits bear a star; · = not tested or not shown.

SMILES	PAFAH1B2 FP inh	AHR act	MCL1 BIM primary	PME-1 primary	pPAFAH FP inh	Fam108B inh	Bcl-xL primary	MEX-5 binding	GLD-1 TGE inh
Cc1cccc(CSc2ncccc2C(=O)O)c1	1	4	9	0	1	-1	4	-0.3	6
Cc1ccc([N+](=O)[O-])cc1S(=O)(=O)N1CCCCC1C(=O)O (configuration not stated)	5	-1	0	0	7	0	8	-2.6	2
CC(=O)N[C@@H](C)c1nc2ccccc2n1CCNC(=O)[C@H]1CCCN1c1nc(CN2CCCCC2)cs1	·	3	14	3	-2	1	8	0.6	-6
COc1ccc(C2CC(=O)N3CN(Cc4ccco4)CSC3=C2C#N)cc1 (configuration not stated)	4	-1	-3	-1	1	-2	-6	-1.3	10
C=CCSc1nc2c(c(=O)[nH]c(=O)n2C)n1C(C)C	1	1	2	3	4	2	5	-0.3	4
CCOC(=O)Cn1nc(-c2ccc(F)cc2)cc(Cc2ccccc2)c1=O	4	0	-8	-8	10	-6	-2	0.7	5
COc1ccc2nc3c(cc2c1)c(NC(=O)CC(C)C)nn3CC(C)C	-3	11	10	-5	1	0	6	-2.3	7
O=S(=O)(c1cnc(Cl)c(Cl)c1)N1CCN(c2ncccn2)CC1	6	-2	-3	0	0	3	2	-0.2	2
CCSc1nc(-c2ccccc2)c(C#N)c(=O)[nH]1	1	-2	-1	5	-4	-4	-1	4.2	-1
COc1ccc(S(=O)(=O)NCC(=O)O)cc1C(=O)NC1CCCCC1	6	4	-2	4	-1	-2	-1	-2.9	-5
COc1ccc2[nH]cc(CCNC(=O)Nc3ccccc3)c2c1	0	-2	6	-7	3	8	3	-0.2	0
CCOC(=O)c1ccc(NC(=O)CCNc2c(N3CCCC3)c(=O)c2=O)cc1	-8	-1	-6	2	-2	2	-3	-3.2	2
c1ccc(-n2nnnc2SCc2cn3cccnc3n2)cc1	7	11	3	-1	-6	6	3	-0.3	6
CCOc1ccc2nc(COC(=O)c3cccc([N+](=O)[O-])c3)c(C(C)=O)[n+]([O-])c2c1	·	1	0	5	-2	4	-3	-0.7	1
Cn1c(=O)c2c(ncn2CC(=O)N2CCCc3ccccc32)n(C)c1=O	0	4	18	1	3	4	-3	2.5	4
CCOc1ccc(S(=O)(=O)N2CCC(C(=O)NCCc3ccc(OC)c(OC)c3)CC2)cc1	7	-1	6	1	1	2	4	2.8	0
O=C1c2nccnc2C(=O)N1c1ccc(C(F)(F)F)cc1	6	2	-2	4	2	-5	-1	2.1	5
COc1ccccc1-c1c(C)nn2c(N3CCC(C)CC3)cc(C)nc12	3	-2	-3	-6	5	-2	4	3.0	2
CCOC(=O)N1CCN(c2c(NCc3ccccn3)c(=O)c2=O)CC1	-1	2	0	8	0	-2	-1	0.9	-4
CSCCC(NC(=O)c1ccc(Cl)cc1Cl)C(=O)NNC(=O)c1ccncc1 (configuration not stated)	1	0	5	-1	0	·	2	·	-1
COc1ccccc1C1N(c2cc(Cl)ccc2OC)C(=O)C2CCCN21 (configuration not stated)	2	4	0	1	5	1	4	1.3	3
CNc1[nH]c(=O)[nH]c(=O)c1N=Nc1cc(Cl)ccc1Cl	·	6	5	0	0	8	11	1.3	-3
N#C/C(=C\c1ccc(OCc2cccc(C(=O)O)c2)cc1)C(=O)NCc1ccco1	12	8	3	0	-3	-5	-2	·	-1
COc1ccc(Cl)c2sc(N(Cc3cccnc3)C(C)=O)nc12	9	15	-4	3	7	0	-2	1.1	2

Quoted at random: three entries already listed, in no set order.
SMILES	PAFAH1B2 FP inh	AHR act	MCL1 BIM primary	PME-1 primary	pPAFAH FP inh	Fam108B inh	Bcl-xL primary	MEX-5 binding	GLD-1 TGE inh
c1ccc(-n2nnnc2SCc2cn3cccnc3n2)cc1	7	11	3	-1	-6	6	3	-0.3	6
Cc1cccc(CSc2ncccc2C(=O)O)c1	1	4	9	0	1	-1	4	-0.3	6
COc1ccc(C2CC(=O)N3CN(Cc4ccco4)CSC3=C2C#N)cc1 (configuration not stated)	4	-1	-3	-1	1	-2	-6	-1.3	10

Next part
SMILES	PAFAH1B2 FP inh	AHR act	MCL1 BIM primary	PME-1 primary	pPAFAH FP inh	Fam108B inh	Bcl-xL primary	MEX-5 binding	GLD-1 TGE inh
CCOC(=O)c1cnc2c(c(C)nn2C)c1Oc1cc(Cl)cc(Cl)c1	8	-1	1	3	9	2	5	0.3	9
Cc1cc(C)cc(NC(=O)N2CCCN(c3c(Cl)cncc3Cl)CC2)c1	3	1	-4	-10	-11	-4	-2	-1.7	-3
COc1cc(OC)cc(-c2nc(-c3ccccc3OC)no2)c1	6	18	5	-3	3	-3	5	0.7	5
O=C(Nc1nnc(-c2ccc3c(c2)CCCC3)o1)c1c(F)cccc1F	6	5	3	-1	5	-4	6	0.2	8
O=c1[nH]c(SCc2ccccc2)nc2[nH]ncc12	2	46	13	1	-1	1	2	0.9	-4
O=C(Nc1ccccc1C(=O)N1CCCCC1)c1cccc(S(=O)(=O)N2CCOCC2)c1	3	0	5	0	1	0	6	0.1	-2
CN(CCOc1ccc(Cl)cc1)CC(=O)Nc1ccc(OC(F)F)cc1	11	1	5	-9	2	1	5	0.7	1
COn1c(=S)[nH]c2ccccc2c1=O	1	-1	0	-2	3	2	3	·	7
Cc1cc(C(=O)N(NC(=O)C(C)C)c2ccccc2)cs1	4	-1	0	3	5	3	5	0.1	10
COc1ccc(-n2ccnc2SCC(=O)NCc2ccc3c(c2)OCO3)cc1	-2	4	4	-3	1	2	2	1.4	2
Cc1nc2scc(-c3cccs3)c2c(=O)[nH]1	7	-1	6	-1	4	10	2	0.3	1
CCN1C(=O)/C(=C/N(C)c2ccccc2)OC1=S	5	0	-5	-5	-4	2	1	3.5	-2
CCOC(=O)N/C(N)=N/c1nc2ccccc2s1	3	2	7	-2	7	0	3	2.0	3
CC(NC(=O)Nc1ccc(Cl)c(Cl)c1)C(c1ccccc1)N1CCOCC1 (configuration not stated)	0	7	-3	-5	-4	-11	-1	0.4	10
O=C1CCC(CCC(=O)N2CCCC(C(=O)c3cccc(C(F)(F)F)c3)C2)=NN1 (configuration not stated)	-2	-1	5	-3	8	4	1	0.1	3
O=C(C[n+]1ccc(-c2nnc3n2CCC3)cc1)c1ccc(Cl)cc1	-2	0	2	5	4	2	6	-5.1	5
COC(=O)c1cc(OC)nc(OC)c1	5	0	1	2	2	-4	4	2.8	-5
Cc1nc2cc(NS(=O)(=O)c3c(C)c(C)cc(C)c3C)ccc2s1	-3	13	-1	-4	-7	-4	3	-4.1	5
Cc1cc(C(=O)NCc2ccccc2)no1	0	0	5	2	7	4	2	·	-1
O=C(O)c1cc(-c2ccccc2)nc2nc(N3CCCCC3)sc12	·	12	5	-4	-1	1	5	-0.2	0
O=C(O)c1cc([N+](=O)[O-])cc2c1C=Cc1ccccc1O2	9	13	11	1	9	0	7	-2.5	8
Cc1ccc(C(=O)N/C(=C/C=C/c2ccccc2)C(=O)NCc2ccco2)cc1	5	5	-4	-5	3	3	2	0.0	3
O=C(CSc1ccc2nnc(-c3ccccn3)n2n1)Nc1ccc(F)cc1	2	0	3	5	2	1	5	1.7	2
Cc1cc(C)c2cc(CN(Cc3nnnn3C3CCCCC3)CC3CCCO3)c(=O)[nH]c2c1 (configuration not stated)	1	2	0	0	-2	2	5	4.6	3
COc1ccc(S(=O)(=O)Nc2ccccc2)cc1OC	6	-2	10	1	19	8	0	3.7	0
O=S(=O)(NC1CCSc2ccccc21)c1ccc(Cl)nc1 (configuration not stated)	8	12	11	2	4	3	4	-3.8	5
Cn1cnnc1SCCNS(=O)(=O)c1ccccc1	0	-2	-2	-5	-2	-1	7	-2.3	1
COc1ccc(NS(=O)(=O)c2cn(C)c(=O)n(C)c2=O)c(OC)c1	2	-1	5	1	0	1	5	·	-4
CN1CCN(/C=C2\SC(=S)NC2=O)CC1	0	-2	7	1	-2	8	6	0.5	-6
COCCn1c(SCC(=O)Nc2ccc(C(C)=O)cc2)nnc1-c1ccco1	-4	0	0	5	2	-5	8	1.4	1

In the list so far, 13 contain an aryl methoxy group:
SMILES	PAFAH1B2 FP inh	AHR act	MCL1 BIM primary	PME-1 primary	pPAFAH FP inh	Fam108B inh	Bcl-xL primary	MEX-5 binding	GLD-1 TGE inh
COc1ccc(C2CC(=O)N3CN(Cc4ccco4)CSC3=C2C#N)cc1 (configuration not stated)	4	-1	-3	-1	1	-2	-6	-1.3	10
COc1ccc2nc3c(cc2c1)c(NC(=O)CC(C)C)nn3CC(C)C	-3	11	10	-5	1	0	6	-2.3	7
COc1ccc(S(=O)(=O)NCC(=O)O)cc1C(=O)NC1CCCCC1	6	4	-2	4	-1	-2	-1	-2.9	-5
COc1ccc2[nH]cc(CCNC(=O)Nc3ccccc3)c2c1	0	-2	6	-7	3	8	3	-0.2	0
CCOc1ccc(S(=O)(=O)N2CCC(C(=O)NCCc3ccc(OC)c(OC)c3)CC2)cc1	7	-1	6	1	1	2	4	2.8	0
COc1ccccc1-c1c(C)nn2c(N3CCC(C)CC3)cc(C)nc12	3	-2	-3	-6	5	-2	4	3.0	2
COc1ccccc1C1N(c2cc(Cl)ccc2OC)C(=O)C2CCCN21 (configuration not stated)	2	4	0	1	5	1	4	1.3	3
COc1ccc(Cl)c2sc(N(Cc3cccnc3)C(C)=O)nc12	9	15	-4	3	7	0	-2	1.1	2
COc1cc(OC)cc(-c2nc(-c3ccccc3OC)no2)c1	6	18	5	-3	3	-3	5	0.7	5
COc1ccc(-n2ccnc2SCC(=O)NCc2ccc3c(c2)OCO3)cc1	-2	4	4	-3	1	2	2	1.4	2
COC(=O)c1cc(OC)nc(OC)c1	5	0	1	2	2	-4	4	2.8	-5
COc1ccc(S(=O)(=O)Nc2ccccc2)cc1OC	6	-2	10	1	19	8	0	3.7	0
COc1ccc(NS(=O)(=O)c2cn(C)c(=O)n(C)c2=O)c(OC)c1	2	-1	5	1	0	1	5	·	-4

Compound activity as filed in PubChem.

An excerpt; rates above refer to the full screens.
